Screens from PubChem BioAssay.
GASC-1 inh: blocks human GASC-1 demethylase activity; Q9H3R0; GST-JMJD2C(1-420) H3K9me3 demethylation, DELFIA europium; inhibition, % at 2.35 µM; 330,000 tested, 0.069% active; AID 2099;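 active = more than half of a compound's replicate wells show inhibition beyond 50%, single wells judged on their own value; inconclusive = some, but no more than half, of replicates pass 50% inhibition; inactive = no replicate passes 50% inhibition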;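 also: signal counts dimethyl H3K9 product captured on neutravidin plate; 0% = median of DMSO wells and 100% = 0.3 times that DMSO median; strong numbers were not always called active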
HCV core dimer: HCV core protein dimerization inhibition; inhibition, % at 5 µM; TR-FRET GST/Flag-core106 dimerization, 1536-well; 300,000 tested, 0.33% active;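 active = inhibition above the mean of all tested compounds plus 3 SD, set per screening campaign, cut at about 45% in these data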
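Material: Tagged HCV core106 pair (GST and Flag) | Amount: GST-core106 13.5 nM, Flag-core106 17 nM | Medium: KF-containing HEPES buffer, pH 7.45, DTT, CHAPS, BSA | Reagent: Eu donor and XL665 acceptor anti-tag antibodies | Schedule: 4 h at 22.5 °C | Technique: Time-resolved FRET, ex 340 nm, em 617 and 671 nm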
PP1 counter: counter-screen for PP5 inhibitors: inhibitors of human PP1-alpha; P62136; purified PP1alpha, OMFP fluorescence; inhibition, % at 6.7 µM; 320,000 tested, 0.9% active; AID 2235;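 active = inhibition above the mean inhibition of all tested compounds plus 3 SD, computed separately for each screening campaign, cut at about 15% in these data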
GRK2 aptamer HTS: inhibitors of human GRK2 displacing RNA aptamer; P25098; bead flow cytometry, FAM-aptamer displacement from GRK2; inhibition of aptamer binding, % at 10 µM; 330,000 tested, 0.59% active; AID 488847;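 active = inhibition of aptamer binding above 40%, roughly 3 SD of noise, on plates passing a quality check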;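 also: median bead fluorescence of bound FAM aptamer so fluorescent compounds give negative values; no value below 0 was filed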
proCasp7 act: counter-screen for procaspase-3 activators: activators of human procaspase-7; P55210; activation, % at 8.5 µM; recombinant procaspase-7, Ac-DEVD-pNA absorbance 405 nm; D23A/D198A/D206A triple mutant, cannot self-cleave; scale: DMSO 0, 5 µM enzyme 100; 330,000 tested, 0.093% active;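 active = percent activation above the screen-wide mean plus 3 SD, cut at about 25% in these data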
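Detection: p-Nitroaniline absorbance at 405 nm, read at 0 and 120 min; system: Uncleavable procaspase-7 mutant enzyme; evaluation: % activation from two-timepoint absorbance difference, scaled to controls; times: 1 h enzyme–compound preincubation and 2 h substrate reaction, both 25 °C; buffer or medium: Zinc-free HEPES pH 7.4 with 300 mM NaCl, 0.01% Triton X-100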
VLA-4 inh: inhibition in a human VLA-4 binding assay; P13612; VLA-4 expressing cells, ligand binding flow cytometry; inhibition, % (about 7 µM as worked out from the volumes in the protocol); 330,000 tested, 0.2% active; AID 2557; in the data active = inhibition above about 50%
Target sequence (P13612 whole entry, looked up): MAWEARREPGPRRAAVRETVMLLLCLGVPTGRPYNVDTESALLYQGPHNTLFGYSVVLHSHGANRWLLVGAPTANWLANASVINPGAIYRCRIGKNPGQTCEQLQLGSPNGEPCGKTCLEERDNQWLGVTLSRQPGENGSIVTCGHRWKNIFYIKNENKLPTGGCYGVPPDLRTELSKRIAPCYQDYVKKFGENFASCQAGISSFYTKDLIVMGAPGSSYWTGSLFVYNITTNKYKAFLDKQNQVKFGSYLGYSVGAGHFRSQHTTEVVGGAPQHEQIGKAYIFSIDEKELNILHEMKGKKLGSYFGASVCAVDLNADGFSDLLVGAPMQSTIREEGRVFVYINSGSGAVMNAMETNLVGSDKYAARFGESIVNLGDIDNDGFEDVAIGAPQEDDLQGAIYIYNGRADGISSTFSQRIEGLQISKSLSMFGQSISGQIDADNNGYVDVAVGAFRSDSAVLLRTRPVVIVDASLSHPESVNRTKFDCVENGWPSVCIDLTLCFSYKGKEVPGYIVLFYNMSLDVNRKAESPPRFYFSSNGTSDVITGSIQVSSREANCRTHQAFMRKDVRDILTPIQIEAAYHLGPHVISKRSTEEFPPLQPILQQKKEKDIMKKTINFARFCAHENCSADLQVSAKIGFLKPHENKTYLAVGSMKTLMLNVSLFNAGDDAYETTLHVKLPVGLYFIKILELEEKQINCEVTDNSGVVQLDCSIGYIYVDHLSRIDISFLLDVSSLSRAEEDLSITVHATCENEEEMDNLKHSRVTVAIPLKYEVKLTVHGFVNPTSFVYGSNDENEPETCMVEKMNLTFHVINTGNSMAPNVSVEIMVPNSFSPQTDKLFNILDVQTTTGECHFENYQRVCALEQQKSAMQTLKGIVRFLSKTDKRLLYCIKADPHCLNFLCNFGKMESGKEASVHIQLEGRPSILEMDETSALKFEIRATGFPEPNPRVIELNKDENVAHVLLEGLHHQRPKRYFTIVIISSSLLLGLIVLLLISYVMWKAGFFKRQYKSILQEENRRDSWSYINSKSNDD
proCasp3 act: activators of human procaspase-3 | P42574 | recombinant procaspase-3 D3A, Ac-DEVD-pNA absorbance 405 nm | activation, % at 8.5 µM | 330,000 tested, 0.11% active;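 active = activation above the mean of all tested compounds plus 3 SD, cut at about 21% in these data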;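 also: 0% = DMSO alone and 100% = DMSO wells spiked with extra 5 µM PC-3 D3A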
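Technique: 405 nm absorbance of p-nitroaniline, reads at 0 and 120 min; Test system: Procaspase-3 D3A mutant; Incubation: 1 h enzyme-compound preincubation, then 2 h substrate reaction, 25 °C; Repeats: singlicate, each compound tested once; Benchmarks: low control DMSO wells, high control DMSO plus 5 µM PC-3 D3A.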
PP5 primary: PP5 (human) phosphatase inhibition. 320,000 tested, 0.18% active. AID 1987. inhibition, % at 6.7 µM. purified PP5c, OMFP substrate fluorescence. P53041;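 active = inhibition above the campaign's mean inhibition across all tested compounds plus 3 SD, cut at about 9.5% in these data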;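 also: 0% = DMSO only and 100% = 100 µM cantharidin control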
CTSL1 counter: blocks F. hepatica cathepsin L1 in PFM18AAP counter-screen; 300,000 tested, 0.49% active; recombinant F. hepatica cathepsin L1, Z-Leu-Arg-MCA fluorescence; AID 1906; inhibition, % at 5.96 µM;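 active = inhibition above the mean of all tested compounds plus 3 SD, set per screening campaign, cut at about 17% in these data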;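 also: 0% = plate median of test compound wells and 100% = 1 µM Z-Phe-Ala-diazomethylketone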
* hit, by the source's call; i = inactive; ? = inconclusive; · = no result given; & = joins results of further samples.

SMILES | GASC-1 inh | HCV core dimer | PP1 counter | GRK2 aptamer HTS | proCasp7 act | VLA-4 inh | proCasp3 act | PP5 primary | CTSL1 counter
O=C(N[C@@H](Cc1ccccc1)C(=O)OCc1ccccc1)c1nc[nH]c1C(=O)N1CCc2ccccc2C1 | 0 | 8 | 10 | 0 | 2 | -16 | -5 | 5.2 | 1
Cc1ccc(Sc2ccc(C(=O)N(C)C)cc2[N+](=O)[O-])cc1 | 19 | 4 | -1 | 0 | 2 | 5 | -5 | 0.1 | 3
CCN(CC)CCCN1C(=O)C(=O)/C(=C(/O)c2ccc3c(c2)OCCO3)C1c1ccco1 (configuration not stated) | 3 | 1 | 2 | 2 | -57 | -1 | -7 | 1.9 | -6
c1ccc2c(c1)oc1c(NCCCn3ccnc3)ncnc12 | 5 | 0 | 2 | 0 | 8 | 10 | -9 | 0.0 | -7
CN1CCN(NS(=O)(=O)c2ccc(Cl)s2)CC1 | 1 | 0 | -8 | 2 | -5 | -1 | -11 | 1.9 | -5
CC(=O)C(C(C)=O)C1(O)C(=O)c2ccccc2C1=O | 2 | -27 | 3 | 4 | -7 | 11 | 3 | 14* | 58*
CCOC(=O)N1CCN(C(=O)c2ccc3nc(SCc4ccc(F)cc4)n(C)c3c2)CC1 | -4 | 9 | -3 | 0 | 5 | -13 | -15 | 2.7 | 0
C/C(=C/c1ccccc1)C(=O)N1CCC(C)CC1 | -1 | 13 | -5 | 1 | 4 | -4 | -3 | -2.7 | -1
COCCN1CCC(CNCc2cn(-c3cc(C)ccc3C)nc2-c2ccccc2)C1 (configuration not stated) | 5 | -5 | -1 | 0 | 1 | 8 | 7 | 2.6 | 1
Nc1ccc2c(c1)N=[N+]([O-])c1cc(N)ccc1C2 | -11 | 1 | 0 | 0 | 0 | 4 | -5 | 2.8 | -2
CCOC(=O)N/N=C/c1cn(CCCOc2ccccc2)c2ccccc12 | -2 | 4 | 5 | 0 | 2 | 14 | 8 | 2.9 | 3
CC1CCC(NC(=O)c2cc3ccccc3cc2O)CC1 (configuration not stated) | 17 | · | 5 | 0 | 4 | 18 | 5 | 3.8 | ·
CC(C)c1nc(-c2c(N)n(C)c(=O)n(C)c2=O)sc1C(=O)C(C)(C)C | i | 1 | -1 | 5 | 4 | -4 | -5 | -1.4 | 1
CCCCn1c(N)c(Br)c(=O)[nH]c1=O | 1 | 4 | 1 | 6 | -4 | -8 | 1 | -3.2 | 7
COC(=O)C1=C(N)Oc2cc(C)n(Cc3cccnc3)c(=O)c2C1c1ccc(OC)c(OC)c1OC (configuration not stated) | -14 | -1 | -5 | 3 | 3 | 0 | -1 | -0.4 | -6
O=C(CSc1ccc(-c2ccccc2)nn1)NC1CCCCC1 | -34 | -3 | -1 | 0 | -4 | 2 | -19 | 3.2 | 0
COC1CCCN(Cc2c(C(=O)N3CCc4ccccc4C3)nc3ccc(Cl)cn23)C1 (configuration not stated) | 1 | 2 | -4 | 0 | -6 | 7 | 0 | 0.7 | -1
COc1ccc(C(C#N)Nc2ccc(C)cc2)cc1 (configuration not stated) | 10 | -1 | -3 | 0 | -6 | -3 | 4 | 0.9 | -2
Clc1ccc(CSc2nncn2-c2ccccn2)cc1 | -34 | -6 | -6 | 2 | 8 | 60* | 0 | 1.4 | -1
N/C(=N\OC(=O)CC1CCCCC1)c1ccccn1 | -28 | -1 | -4 | 1 | 2 | 17 | 5 | 0.1 | 4
O=C(Nc1ccc(Br)cn1)c1cccc2ccccc12 | 1 | -5 | -1 | 1 | 9 | 12 | -2 | 1.7 | -2
CCC(C(=O)Oc1c(C(C)C)cccc1C(C)C)c1ccccc1 (configuration not stated) | 4 | · | -1 | 1 | 6 | 25 | 12 | -2.7 | ·
Cc1cccc(N2CC(C(=O)Nc3nnc(SCC(=O)Nc4nccs4)s3)CC2=O)c1 (configuration not stated) | 33 | 50* | -1 | 2 | 5 | -3 | 0 | 2.9 | 2
CCOc1ccc(-c2nnn(CC(=O)Nc3cc(OC)cc(OC)c3)n2)cc1OCC | ? | 5 | 2 | 2 | 1 | 13 | 0 | -0.1 | 3
CCOc1ccc(C2SCC(=O)N2c2c(C)n(C)n(-c3ccccc3)c2=O)cc1 (configuration not stated) | 15 | -2 | 2 | 3 | 6 | -7 | 4 | 1.8 | 0
CCC(=O)Nc1cccc(NC(=O)c2ccc(C)cc2Cl)c1 | -2 | 7 | -6 | 0 | -4 | 1 | 6 | 1.1 | -1
O=C(NNC1=C(C(=O)C(F)(F)F)CCC1)c1ccc(Br)cc1 | 6 | 10 | -6 | 1 | -3 | -3 | -4 | 3.1 | -4
CC1=C(C(=O)O)N2C(=O)C(NC(=O)c3ccccc3Cl)C2SC1 (configuration not stated) | 12 | -2 | 0 | 1 | -10 | 4 | -1 | 0.6 | 0
O=C(Cn1cnc2c(oc3ccccc32)c1=O)NCCc1ccccc1 | -33 | 6 | 2 | 0 | -1 | 6 | -3 | 1.3 | 0
N#Cc1c(N)[nH]c(=S)c(C#N)c1-c1ccccc1 | -31 | 11 | -3 | 1 | -8 | 11 | -6 | -0.6 | -1
COc1ccc(CN(CC(=O)NCCC(C)C)C(=O)CCC(=O)Nc2nccs2)cc1 | 16 | -21 | 2 | 0 | 8 | -7 | 0 | -7.2 | 11
O=C(NCCNC(=O)c1ccccc1Cl)c1ccco1 | 30 | -11 | -1 | 0 | 0 | 39 | 0 | 1.3 | -5
Nc1nc(OCC(F)(F)F)cc(Oc2ccccc2F)n1 | 0 | -2 | 1 | 5 | 10 | -1 | 7 | 2.4 | 2
Cc1c(Cl)cccc1NC(=S)N1CCC(C(N)=O)(N2CCCCC2)CC1 | 6 | 0 | 1 | 0 | 4 | 6 | -8 | 1.5 | 1
Cc1ccc(CNC(=O)CCS(=O)(=O)c2cc3c(cc2Cl)NC(=O)CO3)cc1 | -4 | 0 | -1 | 1 | -6 | 0 | 4 | 1.3 | -4
O=C(NC(=S)N1CCN(c2ccc([N+](=O)[O-])cc2)CC1)c1ccc(F)cc1 | -5 | 0 | 3 | 1 | -8 | -8 | -18 | 1.2 | 2

Entries of single compounds as entered above. Screens in order: GASC-1 inh | HCV core dimer | PP1 counter | GRK2 aptamer HTS | proCasp7 act | VLA-4 inh | proCasp3 act | PP5 primary | CTSL1 counter
COc1ccc(C(C#N)Nc2ccc(C)cc2)cc1 (configuration not stated) is listed as 10 | -1 | -3 | 0 | -6 | -3 | 4 | 0.9 | -2
O=C(NCCNC(=O)c1ccccc1Cl)c1ccco1 is listed as 30 | -11 | -1 | 0 | 0 | 39 | 0 | 1.3 | -5
COC(=O)C1=C(N)Oc2cc(C)n(Cc3cccnc3)c(=O)c2C1c1ccc(OC)c(OC)c1OC (configuration not stated) is listed as -14 | -1 | -5 | 3 | 3 | 0 | -1 | -0.4 | -6

Remaining list, next part.
SMILES | GASC-1 inh | HCV core dimer | PP1 counter | GRK2 aptamer HTS | proCasp7 act | VLA-4 inh | proCasp3 act | PP5 primary | CTSL1 counter
CS(=O)(=O)N(CC(=O)NCC1CCCO1)c1cc(Cl)cc(Cl)c1 (configuration not stated) | -2 | -1 | -1 | 0 | -2 | 7 | -2 | 1.2 | 2
Nc1nnc(SCC(=O)Nc2cc(S(=O)(=O)N3CCOCC3)ccc2Cl)s1 | 0 | 13 | -2 | 1 | -8 | 7 | 3 | 2.0 | 1
CCOC(=O)C1CCN(C(=O)C(C)Sc2nnc3ccccn23)CC1 (configuration not stated) | 2 | · | · | 0 | 1 | 8 | 10 | · | ·
COc1ccc(CCNS(=O)(=O)c2ccc(C(=O)NCc3ccco3)cc2)cc1OC | 0 | -8 | -3 | 1 | 4 | 8 | 0 | 1.7 | -3
O=C(NCc1cccnc1)C(=O)C1C(=O)Nc2ccccc21 (configuration not stated) | 6 | 1 | 1 | 0 | 6 | 8 | -3 | -0.3 | 1
CC(=O)Nc1ccc2c(c1)CCc1ccccc1-2 | -5 | -22 | -3 | 0 | -4 | 0 | -1 | 3.0 | 1
CN1C(=O)CSc2ccc(NC(=O)NCc3ccccc3)cc21 | 2 | 7 | -1 | 2 | -1 | -3 | -2 | -0.3 | 2
O=C(Cc1ccccc1)NNS(=O)(=O)c1ccc(F)cc1 | 1 | 1 | 2 | 0 | 9 | -6 | 7 | 0.9 | -1
COc1ccccc1NS(=O)(=O)c1cc(NC(=S)NCCN2CCOCC2)ccc1N1CCOCC1 | -2 | 1 | 0 | 0 | -24 | 17 | -12 | 0.7 | 0
Cc1cccc(NC(=S)/N=C(\N)Nc2nc(C)c3ccc(C)cc3n2)c1 | -1 | 48* | 4 | 2 | 5 | -6 | -3 | 0.8 | 0
O=C1c2ccccc2S(=O)(=O)N1CC1CC(c2ccccc2Cl)=NO1 (configuration not stated) | -9 | -2 | 4 | 0 | 2 | -1 | 6 | 1.9 | -2
CC1(C)Cc2c(sc3nc(SCC(=O)NCc4ccco4)n(-c4ccccc4)c(=O)c23)CS1 | 16&-11 | 30 | 2 | 3 | -4 | -4 | -5 | 0.6 | 3
COc1ccccc1Cn1c(=S)[nH]c2cc(C(=O)NCCCN3CCOCC3)ccc2c1=O | 4 | 1 | 9 | 5 | -1 | -10 | -1 | -1.4 | 6
NC(=O)CC(NC(=O)Cc1ccc(Br)cc1)c1ccc(NCCc2ccccc2F)c([N+](=O)[O-])c1 (configuration not stated) | -3 | 8 | 24* | 1 | -1 | -2 | 1 | 2.6 | 1
COC(=O)c1ccc(NC(=O)c2ccccc2NS(=O)(=O)c2ccccc2)cc1 | 12 | 16 | -8 | 16 | -1 | 5 | -2 | 3.6 | -1
CCOc1ccc(CN(C(=O)c2oc3cc(C)ccc3c2C)C2CCS(=O)(=O)C2)cc1 (configuration not stated) | ? | 6 | 6 | 0 | 3 | -6 | -3 | 5.4 | 0
CN(C)c1cc(O)c(C(=S)Nc2ccccc2)c(N(C)C)c1 | 63 | -7 | -3 | 3 | -25 | 8 | -26 | 3.4 | 1
CCCOC(=S)NC(=O)c1sc2ccccc2c1Cl | 2 | 2 | 1 | 0 | -28 | -5 | -11 | 1.1 | 0
Cc1ccccc1N(CC(=O)NCCc1ccccc1)C(=O)CCC(=O)Nc1ccccn1 | 4 | -1 | 0 | 0 | 4 | -7 | 2 | 2.1 | 0
O=C(Nc1ccn(CC(=O)N2CCN(c3ccccn3)CC2)c(=O)n1)OCc1ccccc1 | -1 | · | -1 | 1 | 12 | 14 | 3 | 0.7 | ·
Cc1ccn2c(Nc3ccccc3C)c(-c3ccncc3)nc2c1 | 24 | -3 | -1 | 0 | 7 | -4 | -9 | 0.0 | -1
O=C(Nc1ccc(S(=O)(=O)N2CCc3ccccc3C2)cc1)c1ccccc1 | 3 | 4 | 8 | 0 | 1 | -3 | 2 | 0.6 | 2
CCOc1ccc(C(=O)NCC(=O)Nc2ccc(N3CCOCC3)cc2)cc1OCC | 0 | -6 | -2 | 0 | -1 | -3 | 8 | 0.3 | 7
